# Compound activity as filed in PubChem BioAssay.
# TRHR enhancer – qHTS for Small Molecule Agonists and Allosteric Enhancers of Human TRH Receptor: Primary Screen for Enhancers; Thyrotropin-releasing hormone receptor (Homo sapiens), P34981; TRHR cells, fluo-8 calcium fluorescence, EC20 TRH enhancement; enhancement, % at 2 µM; actives 0.66% (n = 360,000); AID 493056, 2011; in the data active = enhancement above about 30%; also: 0% is about no effect
# Target sequence (P34981 whole entry, looked up): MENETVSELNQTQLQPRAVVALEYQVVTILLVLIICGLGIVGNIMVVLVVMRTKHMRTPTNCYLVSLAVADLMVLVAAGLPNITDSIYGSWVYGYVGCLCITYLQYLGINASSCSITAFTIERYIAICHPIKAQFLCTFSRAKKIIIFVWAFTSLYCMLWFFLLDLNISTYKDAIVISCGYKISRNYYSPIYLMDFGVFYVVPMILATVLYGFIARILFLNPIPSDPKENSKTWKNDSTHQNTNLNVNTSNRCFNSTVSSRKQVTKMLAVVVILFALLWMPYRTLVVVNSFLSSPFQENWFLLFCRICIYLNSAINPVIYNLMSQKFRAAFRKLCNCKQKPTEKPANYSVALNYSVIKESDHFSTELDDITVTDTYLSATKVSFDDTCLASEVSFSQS
#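 TRHR-expressing cells loaded with fluo-8 calcium dye were read kinetically (ex 480/em 530) during compound addition, then stimulated with an EC20 of TRH (10 nM final). Enhancement of the Gq-mediated intracellular calcium response was scored.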
# RXFP1 antagonist – qHTS Assay for Antagonists of the Relaxin Receptor RXFP1. activity change, negative = inhibition, % at 57.5 µM. HEK293-RXFP1, relaxin-stimulated cAMP HTRF, 30 min; hits give low values. actives 0.59% (n = 350,000). AID 1259400, 2018. Relaxin receptor 1 (Homo sapiens), Q9HBX9;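 active = activity change of -60% or lower, but not beyond a set lower limit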; also: % is scaled to controls: 0 for no effect and ±100 for the full control effect
# D1 antag – Antagonist of Human D 1 Dopamine Receptor: qHTS. HEK293 TREx D1 cells, calcium flux, dopamine EC80; hits give low values. activity change, negative = inhibition, % at 10 µM. actives 3.2% (n = 360,000). AID 504652, 2011; in the data active = activity change below about -30%; also: % is scaled to controls: 0 for no effect and ±100 for the full control effect
# Target sequence (P21728 whole entry, looked up): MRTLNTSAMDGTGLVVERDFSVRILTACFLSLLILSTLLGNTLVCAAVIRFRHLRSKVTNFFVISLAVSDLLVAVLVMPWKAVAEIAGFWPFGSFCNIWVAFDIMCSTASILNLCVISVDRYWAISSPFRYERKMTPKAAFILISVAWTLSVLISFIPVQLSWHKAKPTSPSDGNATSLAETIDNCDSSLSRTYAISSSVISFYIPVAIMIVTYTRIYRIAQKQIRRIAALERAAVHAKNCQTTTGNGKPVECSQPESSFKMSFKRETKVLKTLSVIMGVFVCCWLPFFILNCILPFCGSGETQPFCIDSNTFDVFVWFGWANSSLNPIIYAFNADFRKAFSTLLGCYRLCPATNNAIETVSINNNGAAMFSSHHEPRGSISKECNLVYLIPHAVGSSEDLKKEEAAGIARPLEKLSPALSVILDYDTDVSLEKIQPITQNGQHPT
#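 Antagonism measured as reduced calcium response to an EC80 dopamine addition following 180 s compound pre-read; cells were inducible HEK293 Trex D1 plated overnight at 30 C, read kinetically at 1 cycle/sec.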
# D2 potentiator – HTS Assay for Positive Allosteric Modulators of the Human D2 Dopamine Receptor: Primary Screen for Potentiators; D(2) dopamine receptor (Homo sapiens), P14416; HEK293 T-REx D2, calcium flux, EC20 dopamine potentiation; potentiation, % at 10 µM; actives 0.34% (n = 340,000);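 active = potentiation over 3 SD above the plate norm, cut at about 30% in these data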; also: 0% is about no effect
#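 Potentiation of an EC20 dopamine calcium response is measured in a force-coupled, tetracycline-inducible Hek293 Trex D2 line. Compound-only kinetic reads over 180 s flag agonists before dopamine addition.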
# D1 ag – Allosteric Agonists of the Human D1 Dopamine Receptor: qHTS. actives 1% (n = 360,000). activation, % at 2 µM. HEK293 T-REx D1 cells, calcium flux, agonist mode. D(1A) dopamine receptor (Homo sapiens), P21728; also: 0% is about no effect
#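 Inducible HEK293 T-REx D1 cells, force-coupled to calcium signalling, were plated at 4000 cells/well with tetracycline and held overnight at 30 C. After no-wash calcium dye loading, compound-evoked calcium rise over 180 s flagged agonists.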
# D2 antag – HTS Assay for Allosteric Antagonists of the Human D2 Dopamine Receptor: Primary Screen for Antagonists | HEK293 TREx D2 cells, calcium flux, dopamine EC80 | D(2) dopamine receptor (Homo sapiens), P14416 | inhibition, % at 10 µM | actives 2% (n = 340,000); in the data active = inhibition above about 30%; also: 0% is about no effect
#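 Overnight-induced (tetracycline, 30 C) HEK293 T-REx cells carrying force-coupled D2 receive a no-wash calcium dye, then compound, then EC80 dopamine at 180 s; signals are read kinetically throughout.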
# TRHR ag – qHTS for Small Molecule Agonists and Allosteric Enhancers of Human TRH Receptor: Primary Screen for Agonists | Thyrotropin-releasing hormone receptor (Homo sapiens), P34981 | TRHR cells, calcium flux fluo-8, FDSS agonist mode | activation, % at 2 µM | actives 0.18% (n = 360,000) | AID 493084, 2011; also: 0% is about no effect
#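 Steps: seed TRHR cells overnight; add fluo-8 no-wash Ca dye, RT 30 min–1.5 h; record 10 s baseline; pin-transfer compounds; monitor fluorescence 1 cycle/s for the agonist window. Calcium increases flag candidate agonists.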
# D1 potentiator – Potentiators of Human D1 Dopamine Receptor: qHTS | potentiation, % at 10 µM | HEK293 TREx D1 cells, calcium flux, dopamine EC20 potentiation | actives 0.036% (n = 360,000) | D(1A) dopamine receptor (Homo sapiens), P21728; in the data active = potentiation above about 30%; also: 0% is about no effect
# D2 agonist – HTS Assay for Allosteric Agonists of the Human D2 Dopamine Receptor: Primary Screen for Agonists. HEK293 T-REx D2 cells, calcium flux agonist mode. actives 0.53% (n = 340,000). activation, % at 2 µM. AID 485358, 2010;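 active = activation over 3 SD above normal in the single-dose calcium agonist read, cut at about 30% in these data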; also: 0% is about no effect
#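 Agonism scored from kinetic calcium signal (1 read/sec, 180 s) following compound pin transfer, after a 10 s baseline. Cells: HEK293 Trex line expressing inducible D2 receptor coupled to calcium, dye-loaded after overnight culture at 30 C.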
# Numbers without * were called inactive; / = no result given; & = joins results of further samples. Rule as the data show it, unless noted: active = activation above about 30%; inactive = the rest. Compounds were not picked by outcome; about 7.1% have a hit in one of these screens.
no.	molecule	TRHR enhancer	RXFP1 antagonist	D1 antag	D2 potentiator	D1 ag	D2 antag	TRHR ag	D1 potentiator	D2 agonist
1	CCCCN(C(=O)CSc1nnc(-c2ccccc2)n1C)c1c(N)n(Cc2ccccc2)c(=O)[nH]c1=O	-0.5	4.2	-0.9	-2.8	0.0	1.1	0.4	-3.1	0.3
2	CCOC(=O)c1c(C)nc2ccc(C)cn12	6.7	-19.5	5.2	1.6	0.3	-4.7	-0.2	-1.9	0.8
3	CCO[C@H]1OC(C(=O)NCc2ccccc2)=C[C@@H](c2cn(C(C)=O)c3ccccc23)[C@@H]1CCCO	-6.9	/	-3.2	7.0	13.0	-9.3	1.1	-1.8	1.4
4	Cc1cc(C)cc(NC(=S)Nc2ccc(Cl)c(Cl)c2)c1	1.2	-13.5	/	2.2	5.8	0.0	0.4	-5.9	-0.3
5	NC(=O)CSc1nnc(NC(=O)c2ccc3ccccc3c2)s1	-0.3	6.7	1.4	6.3	5.7	10.7	-0.4	0.4	1.2
6	O=C(C[n+]1ccccc1)N/N=C/c1ccc(C(=O)O)cc1	11.1	-2.5	-0.8	-3.5	0.6	1.2	0.5	-0.3	0.5
7	CC(=O)c1c(C)n([O-])c2ccccc2[n+]1=O	-2.1	-18.1	6.6	-1.7	2.0	3.1	0.0	-0.1	0.3
8	CCC(=O)Oc1ccc(C(=O)Nc2c[nH]c(=O)[nH]c2=O)cc1	0.5	12.0	4.5	-1.8	3.1	34.6*	0.2	4.2	1.7
9	COc1cc2c(cc1OC)n(CC(=O)c1cc(C)ccc1C)c(=O)n1nc(CCn3nc(C)cc3C)nc21	2.0	-8.2	-13.6	-11.1	1.2	/	0.3	1.4	0.2
10	COc1ccc(-c2noc(-c3ccc(NC4CCCC4)c([N+](=O)[O-])c3)n2)cc1	-7.7	/	-0.7	-6.1	8.1	/	-0.1	-4.0	-1.2
11	COc1ccc(O)c(C(=O)c2cnc3onc(C)c3c2)c1	-5.1	-16.0	-39.3*	-8.4	0.5	7.3	-0.7	-2.8	-1.4
12	COc1cccc(OC)c1NC(=O)Cn1nc(-c2ccc3c(c2)OCCO3)ccc1=O	-4.3	-3.6	-9.9	/	-0.2	4.3	-0.4	-9.4	1.2

# Individual results from above:
# compound 4 @ D2 agonist: -0.3
# compound 2 @ D1 ag: 0.3
# compound 10 @ TRHR ag: -0.1
# compound 6 @ RXFP1 antagonist: -2.5

# The main list resumes, repeating the three entries before the break.
no.	molecule	TRHR enhancer	RXFP1 antagonist	D1 antag	D2 potentiator	D1 ag	D2 antag	TRHR ag	D1 potentiator	D2 agonist
10	COc1ccc(-c2noc(-c3ccc(NC4CCCC4)c([N+](=O)[O-])c3)n2)cc1	-7.7	/	-0.7	-6.1	8.1	/	-0.1	-4.0	-1.2
11	COc1ccc(O)c(C(=O)c2cnc3onc(C)c3c2)c1	-5.1	-16.0	-39.3*	-8.4	0.5	7.3	-0.7	-2.8	-1.4
12	COc1cccc(OC)c1NC(=O)Cn1nc(-c2ccc3c(c2)OCCO3)ccc1=O	-4.3	-3.6	-9.9	/	-0.2	4.3	-0.4	-9.4	1.2
13	O=C(O)Cc1ccc2oc(-c3cccnc3)nc2c1	-1.2	-5.0	-12.2	-8.6	1.2	4.1	-0.1	-11.3	1.1
14	CCc1nn2c(N(C)CCO)cc(C)nc2c1-c1ccc(F)cc1	-14.8	-6.0	-0.1	13.7	2.2	-5.9	-0.2	-5.4	0.9
15	COc1cccc(NC(=O)CSc2nnc(Cn3nnc4ccccc43)n2C)c1	-0.7	-8.5	-0.2	-3.0	-1.3	21.2	0.3	3.9	0.9
16	O=C(CSc1nc(=O)n2ccccc2n1)N1N=C(c2cccs2)CC1c1ccc(F)cc1 (stereo not drawn)	1.3	-12.5	2.5	2.3	-0.1	-5.2	-0.2	-5.5	-0.4
17	CCOC(=O)C1CCN(CC(=O)Nc2c(C(=O)OC)[nH]c3cccc(C)c23)CC1	0.7	-0.2	13.9	-4.0	2.9	8.7	0.1	-3.0	29.2
18	CC1(c2ccc3noc(-c4ccc(Cl)cc4)c3c2)OCCO1	4.1	-7.5	-4.8	10.3	1.7	-5.2	1.5	-8.1	0.6
19	CCN(C(=O)COC(=O)Cn1cnc2c1c(=O)n(C)c(=O)n2C)C1CCS(=O)(=O)C1 (stereo not drawn)	-2.1	11.8	-0.5	4.4	2.7	16.6	0.7	1.4	0.3
20	COC(=O)CCC(=O)Nc1cccc2c(NC(=O)CCC(=O)OC)cccc12	12.2	-3.1	9.6	18.3	-1.0	5.5	-1.1	-7.8	-1.2
21	CCc1ccc(C(=O)CCC2CCCCC2=O)cc1 (stereo not drawn)	-7.5	-13.6	-0.9	-8.7	1.4	7.4	0.4	4.7	-1.7
22	COC(=O)Nc1ccc(C)c(NC(=O)OC)c1	0.0	9.2	25.9	1.0	2.4	-24.5	-0.2	-0.6	3.5
23	Cc1ccc(S(=O)(=O)NC2=NCN(CCN3CCOCC3)CN2)cc1	1.8	4.1	0.6	-2.3	1.7	-1.4	0.5	5.0	-0.6
24	COc1cccc(Cn2c(SCC(=O)N3CCN(c4ccc(F)cc4)CC3)nc3ccccc32)c1	7.2	-6.1	34.1	-11.0	0.6	/	-0.2	2.5	0.3
25	CCOc1ccc(N(CC(=O)N2CCN(c3ccccc3OC)CC2)S(=O)(=O)c2ccc(C)cc2)cc1	0.2	0.8	8.0	9.5	1.2	-1.4	0.0	3.4	-0.6
26	COc1ccc(N(CC(=O)NC2CCCC2)C(=O)Cn2nnc(-c3ccc(C)o3)n2)cc1	0.8	3.4	10.7	-3.5	-1.1	1.1	-0.6	-0.7	-0.6
27	O=C(CCNC(=O)c1ccc(Br)cc1)NCc1ccccn1	-10.2	-5.8	-7.9	-4.3	1.5	8.1	0.1	-4.8	0.2
28	O=C(Nc1cc(N2CCOCC2)ncn1)NC1(C(F)(F)F)Oc2ccccc2O1	-0.3	-7.7	2.1	-4.0	3.7	-2.0	0.9	-1.7	1.1
29	Cc1ccc(C(=O)Nc2cc3cc(Cl)ccc3oc2=O)cc1	-2.5	-0.2	3.4	-1.7	1.8	/	-1.0	-0.3	-0.8
30	C/C(N)=C(/C#N)C(=O)CSc1nc2scc(-c3ccc(F)cc3)c2c(=O)n1C	9.9	0.7	-10.4	10.9	3.6	0.9	0.4	-2.9	0.0
31	CC(C)c1nc2ccc(C(=O)NCCCN3CCN(c4ccccc4F)CC3)cc2o1	-1.5	-28.1	-29.4	-25.6	3.3	/	-0.2	-5.2	/
32	CC(C)N(Cc1nc(-c2ccccc2)no1)S(=O)(=O)c1ccccc1	3.9	5.3	-1.3	15.2	0.1	1.1	-0.3	8.2	0.4
33	CCCN1Cc2cccc(C(N)=O)c2C1=O	-0.3	-3.3	12.0	3.8	5.9	-18.4	0.7	0.2	1.2
34	COc1ccc(/C=N/NC(=O)c2ccc(Cl)cc2)cc1COC(C)=O	-0.1	-6.3	-12.3	-17.9	0.5	-11.8	-0.7	-9.2	-0.8
35	Cc1nnc(Nc2ccc(Cl)cc2)s1	6.6	2.0	6.3	-1.4	1.0	11.0	0.2	2.2	-0.5
36	CCCCOC(=O)COc1ccc(Cl)cc1Cl	-4.2	/	/	/	-3.1	/	-0.2	-4.2	/
37	CN(CC(=O)Nc1ccc(Cl)cc1)CC(=O)Nc1ccc(F)c(F)c1F	-6.3	-5.2	-3.3	13.3	-1.0	-9.3	0.5	-3.6	0.5
38	O=C(O)CCC(=O)Nc1ccccc1C(=O)Nc1ccccc1	-1.2	-4.5	-2.1	1.7	2.1	16.4	-0.6	-8.4	0.9
39	Cc1nn(CC(=O)NCc2ccc(OC(C)C)cc2)c(=O)c2cc(-c3ccccc3)nn12	-4.3	16.5	-7.2	2.3	0.0	5.5	1.0	-7.8	0.0
40	COc1ccc(N2CCN(C(=O)c3ccc4c(c3)N(Cc3cc(C)ccc3C)C(=O)c3ccccc3S4=O)CC2)cc1 (stereo not drawn)	2.3	/	-4.6	-0.4	0.5	/	0.0	-2.4	0.5
41	O=C(NCCN1CCOCC1)c1cccs1	10.5	6.2	1.9	5.8	-0.2	-10.0	-0.6	2.7	0.4
42	COc1cccc(-n2c(=O)c3c(C)c(C(=O)N(C)C)sc3n(CC(=O)NCC3CCCO3)c2=O)c1 (stereo not drawn)	-3.8	-1.3	-30.4*	1.5	1.7	41.1*	0.0	-15.1	0.3
43	COc1nc(OCCNC(C)=O)nc(N(C)C)n1	8.3	-2.8	4.2	3.4	2.1	-16.6	-0.1	-2.5	-0.4
44	Cc1ccc(C(=O)NNC(=O)c2cccnc2SCc2cccc([N+](=O)[O-])c2)cc1	0.4	/	11.1	1.3	1.8	-6.3	-0.2	4.0	-0.6
45	COc1ccc(Cn2c(=O)[nH]c3cc(C(=O)Nc4ccc(N5CCN(C)CC5)cc4)ccc32)cc1	5.6	3.1	1.2	13.0	1.7	1.0	0.1	3.4	-2.2
46	Cn1c(N)c(C(=O)COC(=O)[C@@H]2CCCN2S(=O)(=O)c2ccc(Cl)cc2)c(=O)n(C)c1=O	-0.6	1.3	-6.5	-1.5	0.5	0.2	0.4	-2.6	0.4
47	CCN1CCN(c2cc(C(C)(C)C)nc3c(-c4ccccc4)c(C)nn23)CC1	2.5	-10.5	13.7	13.0	4.5	-17.3	1.1	3.5	0.8
48	CC(C)c1ccc(C2=C(O)c3ccccc3C(=O)C2=O)cc1	3.3	-3.6	3.8	/	0.1	/	-0.2	-2.2	/
49	CN(C(=O)CN1C(=O)CCSc2ccc(S(=O)(=O)N3CCCC3)cc21)c1ccccc1	-0.5&-2.8	0.8&5.1	10.8&-1.8	3.3&-7.0	0.9&-2.4	2.8	0.1&0.0	-2.3&0.8	-0.3&-0.6
50	CC(C)n1nc(C(=O)Nc2cccc(S(=O)(=O)NCc3ccco3)c2)c2ccccc2c1=O	10.5	2.8	-3.4	8.6	1.4	2.6	-0.3	-2.8	-1.3
51	CC(=O)c1ccc(N2CCN(C(=O)C3CCN(S(=O)(=O)c4ccc5c(c4)CC(C)N5C(C)=O)CC3)CC2)cc1 (stereo not drawn)	0.1	-27.6	-12.3	0.6	1.4	5.3	-0.2	-2.7	-0.5
52	COc1ccc(NC(=S)N2CCC(NC(=O)c3ccc(OC)cc3)CC2)cc1	3.6	-8.9	0.5	-0.2	0.7	3.3	-2.3	-3.9	-1.5
